Compound activity as filed in PubChem.
Sm TGR inh = inhibitors of Schistosoma mansoni thioredoxin glutathione reductase; Q962Y6; purified TGR, DTNB reduction, TNB absorbance 405 nm; Potency, µM (top dose mostly 114 µM), without a hit: at the top dose activity change, negative = inhibition, usual class: inhibitors; 360,000 tested, 3% active; AID 485364; note: potency is the fitted concentration of half-maximal effect; % is set by controls: 0 for no effect and ±100 for the full control effect; nearly all actives have a fitted effect of over 60% in size
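TGR 20 nM + NADPH 100 uM (dispensed conc.), cpd preinc 15 min RT; start with NADPH (500 uM addition) then DTNB (15 mM addition). Kinetic TNB absorbance, 405 nm filter. Four-parameter Hill fit across titration.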
Giardia FBPA inh = Giardia lamblia aldolase inhibition. A8B2U2. purified Giardia FBPA. Potency, µM (titrated, usually from 59.6 µM), inactives show top-dose activity, negative = inhibition, most hits filed as inhibitors. 290,000 tested, 0.71% active. AID 2451; note: potency is the fitted concentration of half-maximal effect; % is set by controls: 0 for no effect and ±100 for the full control effect; nearly all actives have a fitted effect of over 55% in size
Target sequence (A8B2U2 whole entry, looked up): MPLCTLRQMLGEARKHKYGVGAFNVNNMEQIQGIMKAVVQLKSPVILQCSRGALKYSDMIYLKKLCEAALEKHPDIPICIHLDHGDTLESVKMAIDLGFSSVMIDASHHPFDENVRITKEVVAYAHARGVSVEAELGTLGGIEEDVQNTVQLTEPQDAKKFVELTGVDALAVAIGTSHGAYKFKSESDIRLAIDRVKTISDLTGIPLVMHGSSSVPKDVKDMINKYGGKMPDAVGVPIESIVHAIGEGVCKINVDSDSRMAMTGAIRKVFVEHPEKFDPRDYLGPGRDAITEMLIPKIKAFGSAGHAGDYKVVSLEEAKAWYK
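40 nM FBPA preincubated 10 min at RT with compound (up to 57.5 uM final), then substrate plus GAPDH/TPI/NAD/arsenate coupling and diaphorase/resazurin added. Fluorescence read after 20 min at RT, 525/598 nm.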
Pf growth 48h = P. falciparum growth inhibition at 48 hours (one generation) | P. falciparum luciferase growth in erythrocytes, 48 h | Potency, µM (top dose mostly 28.7 µM), without a hit: at the top dose activity change, negative = inhibition, most hits filed as inhibitors | 310,000 tested, 5.9% active | AID 504832; note: potency is the fitted concentration of half-maximal effect; % is set by controls: 0 for no effect and ±100 for the full control effect
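Compounds are pin-transferred into medium, infected erythrocytes (2% hematocrit, 0.1% parasitemia final) are added, and plates sit one parasite generation at 37 C in 5% CO2. Detection reagent is then added and luminescence measured.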
Pf growth 96h = P. falciparum growth inhibition at 96 hour, primary screen for plastid delayed-death inhibitors; P. falciparum luciferase reporter growth, 96 h; Potency, µM (doses to about 28.7 µM), for the others: at the top dose activity change, negative = inhibition, actives largely listed as inhibitors; 320,000 tested, 6.9% active; note: potency is the fitted concentration of half-maximal effect; % is set by controls: 0 for no effect and ±100 for the full control effect
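Infected RBCs, 2% Hct / 0.05% parasitemia final; luciferase-reporter P. falciparum; cpd 96 h, 37 C, 5% CO2; luciferase detection reagent; luminescence.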
CHX counter = counter-screen for Shiga toxin inhibitors: cycloheximide protein synthesis inhibition | cell reporter, cycloheximide protein synthesis inhibition counterscreen | AID 2314 | 300,000 tested, 12% active | max response, %; in the data active = max response mostly above about 13%, no sharp cut-off; inactive = mostly below about 14%; note: read at 38.3 µM for the half of the compounds with a filed dose; 0% is about no effect
Shiga toxin inh = Shiga toxin inhibition | Vero cells, Shiga toxin protein synthesis inhibition reporter | inhibition, % at 38.7 µM | 290,000 tested, 9.2% active; in the data active = inhibition mostly above about 28%, no sharp cut-off; inactive = mostly below about 43%; note: 0% is about no effect
Starred values were filed as active, the others as inactive; u = inconclusive; x = no result given; & = joins results of further samples; [ ] = another dose, or the depositor's remark. Unless noted, calls come from the whole dose curve; as a rule, active = well fitted curve in the direction sought with a large enough effect; inconclusive = small, poorly fitted or top-dose-only effect, or another doubt; inactive = no such curve, though single readings can be large; an effect the other way counts as inactive or inconclusive.

#	SMILES	Sm TGR inh	Giardia FBPA inh	Pf growth 48h
1	CCN1CCCC1CN(Cc1cc2cc(OC)ccc2[nH]c1=O)C(=O)NCc1ccccc1 (stereo not drawn)	-10.3%	-20.8%	-23.0%
2	CN(CC(=O)Nc1ccc(Cl)cc1)C(=O)CCNC(=O)c1ccc(Cl)cc1	-28.8%	x	-10.3%
3	CCc1ccc(CN(C)C(=O)c2cc(COc3ccc(OC)cc3Cl)on2)nc1	-7.7%	-0.9%	28.8%
4	Cc1ccccc1NC(=O)CSc1nc2ccccc2c(=O)n1C	8.8%	3.6%	-5.4%
5	COc1ccc(-n2nnnc2SCC(=O)N2CCCC2)cc1OC	2.2%	3.7%	1.0%
6	O=C(O/N=C1\CCS(=O)(=O)c2sccc21)c1ccccc1	-4.9%	8.3%	u
7	CCCCC(=O)Nc1nnc(C2=COCCO2)o1	9.1%	-8.7%	-42.4%[1.15 µM]
8	O=C(CN1CCCCCCC1)N/N=C/c1ccc([N+](=O)[O-])o1	14.1µM*	u	u
9	COc1ccc(C(=O)NNC(=O)c2cc(C)nc3ccccc23)cc1	0.6%	x	-27.9%
10	CCN(CC)S(=O)(=O)c1ccc(N2CCOCC2)c(NC(=O)c2cc(-c3ccccn3)nc3ccccc23)c1	-5.9%	-9.2%	1.85µM*
11	CC(Sc1nc2ccc(Br)cc2[nH]1)C(=O)O (stereo not drawn)	-14.2%	13.4%	x
12	CCOC(=O)C1CCCN(C(=O)C2CCC(CNS(=O)(=O)c3ccc(NC(C)=O)cc3)CC2)C1 (stereo not drawn)	5.5%	-1.7%	u
13	O=C(O)c1ccccc1NCc1cccs1	2.5%	15.6%	0.6%
14	O=C(NCc1ccco1)c1ccc2c(=O)n(CCC3=CCCCC3)c(=O)[nH]c2c1	-2.1%	8.7%	0.5%
15	CC1=CC(C)(C)n2c(O)c(N=N)c3c(C)c(C)cc1c32	11.5%	-1.8%	7.9%

#	Pf growth 96h	CHX counter	Shiga toxin inh
1	2.8%[5.75 µM]	-3.2	34.2
2	-34.5%	x	x
3	6.9%	67.9*	83.9*
4	53.5%[activator]	10.2	-8.2
5	u	-1.1	4.5
6	u	0.9	-9.8
7	-36.7%[1.15 µM]	-8.5	-14.7
8	113.3%[activator]	4.9	1.6
9	u	x	x
10	8.28µM*	-1.0	-12.1
11	6.4%	-4.6	-9.1
12	x	-6.2	19.6
13	-90.6%	-2.7	x
14	u	15.3	-16.9
15	37.1%[activator]	-1.2	-12.3

Next part:
#	SMILES	Sm TGR inh	Giardia FBPA inh	Pf growth 48h
16	CCOc1ccc(S(=O)(=O)N2CCN(CN3C(=O)CC4(CCCC4)C3=O)CC2)cc1	-11.9%	x	-1.7%
17	CCC(=O)Nc1ccc(C(=O)Nc2cccnc2)cc1	5.9%	2.5%	41.1%[activator]
18	Cc1ccc(-n2c(N)c(C(N)=O)sc2=S)cc1	10.7%	u	x
19	CCOc1ccc(NC(=O)CSc2cn[nH]n2)cc1	-1.6%	x	16.3%
20	Cc1ccc(S(=O)(=O)N2CCN(S(=O)(=O)N3CCCCC3)CC2)cc1C	2.5%	0.3%	-6.3%
21	COc1cc(-c2noc(C)c2C(=O)NCCO)cc(OC)c1OC	-11.3%	6.0%	-3.5%
22	Cc1ccccc1Nc1ccc([N+](=O)[O-])cn1	-16.4%	8.4%	11.9%
23	COC(=O)c1ccc(C23CC4(C2)[C@H](CN(Cc2ccc(-c5ccccc5)cc2)[C@@H]4c2ccccc2)C3c2ccc(Cl)nc2)cc1 (stereo partly drawn)	u	0.9%&0.8%	11.7µM*
24	COCCNC(=O)C(=O)c1c(-c2ccccc2)[nH]c2ccccc12	0.6%	-0.4%	-10.7%
25	O=C(NCCSCc1ccc(Cl)cc1Cl)c1ccc(CN2CCOCC2)cc1	0.7%	9.5%	-13.1%
26	Cc1ccc(NS(=O)(=O)c2cccc(C(=O)N3CCOCC3)c2)cc1	-22.5%	0.8%	7.1%
27	CCCC(=O)NC(c1ccc(OC)cc1)c1ccc2cccnc2c1O (stereo not drawn)	-12.3%	9.4%	1.31µM*
28	O=C(NCc1nc2ccccc2[nH]1)C1=C[C@@H](C2CCCCC2)C[C@@H](OCCCCO)O1	-8.7%	6.8%	u
29	COc1cccc(NC(=O)C2CCCN(S(C)(=O)=O)C2)c1 (stereo not drawn)	-23.5%	-6.6%	-4.4%
30	Cc1nc(SCc2cccc(C(=O)O)c2)nc2c1CCCC2	x	25.3%	12.4%

#	Pf growth 96h	CHX counter	Shiga toxin inh
16	-13.4%	x	x
17	x	15.4*	37.4*
18	69.9%[activator]	7.0	29.7
19	19.3%	x	x
20	78.5%[activator]	-5.3	-4.7
21	41.6%[activator]	-1.6	-2.4
22	u	8.2	25.2
23	u	-2.2	18.1
24	u	6.3	-4.0
25	u	-2.2	-7.1
26	-4.7%	-0.2	-8.7
27	u	-1.8	-1.1
28	u	-3.0	3.2
29	7.7%	-2.8	-3.9
30	-8.4%	12.6	31.9

Further results.
#	SMILES	Sm TGR inh	Giardia FBPA inh	Pf growth 48h
31	CCc1ccc(-c2nc(CN3CCCC(C(=O)NCCc4ccc(OC)c(OC)c4)C3)c(C)o2)cc1 (stereo not drawn)	-15.5%	-0.6%	u
32	CCOc1ccc(/C=N/NC(=O)Cc2ccccc2)cc1CN1CC2CC(C1)c1cccc(=O)n1C2 (stereo not drawn)	-19.5%	x	6.57µM*
33	CCOC(=O)N1CCN(C(=O)Cn2c(C)cc3ccccc3c2=O)CC1	-2.4%	2.2%	-5.7%
34	Cc1nc(C(F)(F)F)nc(Nc2ccc(Br)cc2)c1C#N	-1.2%	-2.3%	u
35	O=C(O)c1cc(-c2cccs2)[nH]n1	x	-0.2%	-1.9%
36	COc1ccc(C(=O)/C=C/Nc2c(C)n(C)n(-c3ccccc3)c2=O)c(OC)c1	u	-6.3%	-17.8%
37	COCCn1c(C)cc(C2=NNC(=NC3CC3)SC2)c1C	-25.9%	-15.5%	-24.7%
38	Cc1ccc(NC(=O)/C(C#N)=C/c2cccs2)c(C)c1	3.7%	0.3%	-1.7%
39	CCOc1ccc(-c2nc(CSc3nnc(N)s3)cs2)cc1	-2.7%	-4.3%	58.1%[activator]
40	COC(=O)CN1C(=O)C(C)(C)Oc2ccc(C(=O)Nc3ccccc3F)cc21	-1.2%	14.4%	10.8%
41	O=[N+]([O-])c1ccc(N2CCN(CCO)CC2)c2ncccc12	-2.4%	-27.5%	43.8%[activator]
42	O=C(O)c1ccccc1N1C(=O)C2C3c4ccccc4C(Br)(c4ccccc43)C2C1=O (stereo not drawn)	0.4%	7.4%	33.3%[activator]
43	Cc1nc2ccccn2c1C(=O)N/N=C/c1ccccc1	-4.1%	7.2%	-5.5%
44	CCCCCc1c(C)nc(Nc2ccccc2)[nH]c1=O	-1.7%	3.1%	u
45	CC(C)c1ccccc1NC(=O)c1ccco1	u	-11.3%	-10.2%

#	Pf growth 96h	CHX counter	Shiga toxin inh
31	u	-1.4	-3.7
32	-17.7%	x	x
33	47.4%[activator]	-5.1	-14.2
34	u	9.4	2.7
35	-22.6%	-6.1	-1.7
36	u	-1.9	-5.0
37	-98.7%	-16.0	-36.7
38	-16.6%	50.0*	100.8*
39	x	30.8*	117.2*
40	34.4%[activator]	14.2	6.4
41	-11.1%	-3.4	-4.1
42	64.8%[activator]	-1.5	7.1
43	37.8%[activator]	19.7*	47.6
44	u	1.9	-7.5
45	5.6%	2.3	57.9*

(listing goes on)
#	SMILES	Sm TGR inh	Giardia FBPA inh	Pf growth 48h
46	O=C1CCC(C(=O)Nc2ccccc2N2CCCC2)=NN1	-1.4%	x	2.1%
47	O=S(=O)(Nc1cccc(-c2cn3c(n2)SCC3)c1)c1ccccc1F	-1.4%	x	-0.1%
48	O=C1C2C3C=CC(C2C(=O)N1CCCO)C1C2C(=O)N(CCCO)C(=O)C2C31 (stereo not drawn)	3.4%	1.8%	x
49	O=C(CSCc1ccco1)c1ccc(Cl)s1	28.2µM*	0.0%	103.1%[activator]
50	Cc1oc(-c2ccccc2F)nc1CS(=O)(=O)CC(=O)NCc1ccccc1Cl	-23.1%	-4.9%	33.2%[activator]
51	Cc1cc(NC(=O)Cc2ccccc2)c2ccccc2n1	1.2%	3.8%	-13.6%
52	COC(=O)c1cc(C(=O)OC)n(Cc2ccc(Cl)cc2Cl)n1	-23.1%	7.6%	-8.2%
53	Cc1ccccc1OCC1Cn2c(nc3c2c(=O)[nH]c(=O)n3C)O1 (stereo not drawn)	10.0%	0.2%	31.6%[activator]
54	O/N=C(/CCc1ccccc1)C1(O)CCCCC1	-18.4%	5.4%	x
55	COc1ccccc1CNc1ncnc2c1cnn2-c1ccccc1	-10.7%	-21.0%	6.7%
56	O=C(CCl)N(Cc1cccc([N+](=O)[O-])c1)c1cccc(Cl)c1	2.51µM*	-1.6%	u
57	CC(=O)N1CC(C)Sc2ccc(S(=O)(=O)NCc3ccc(F)cc3)cc21 (stereo not drawn)	0.3%	x	-8.2%
58	CCOC(=O)C1=C(N)c2ccccc2CC1C1CCCC1 (stereo not drawn)	-1.9%	-1.9%	-1.1%
59	COC(=O)c1cccc(Nc2ncnc3sccc23)c1	4.5%	-10.0%	12.6%
60	CCn1c(SCC(=O)NCc2ccco2)nnc1-c1ccncc1	-5.0%	-1.7%	24.1%

#	Pf growth 96h	CHX counter	Shiga toxin inh
46	1.0%	x	x
47	u	1.6	-16.3
48	-7.3%	-2.3	-18.1
49	11.7µM*	25.5*	108.1*
50	17.0%	-2.1	9.7
51	u	0.2	-9.7
52	x	7.5	23.1
53	u	-3.7	-9.9
54	37.7%[activator]	-1.7	-9.2
55	-10.2%	30.7*	43.0*
56	14.6%	-0.9	-27.9
57	4.7%	0.6	13.1
58	9.1%	-2.0	9.1
59	68.5%[activator]	11.8	33.5
60	19.3%	-2.9	-19.2

Copied from above, entries 13 to 16
#	SMILES	Sm TGR inh	Giardia FBPA inh	Pf growth 48h
13	O=C(O)c1ccccc1NCc1cccs1	2.5%	15.6%	0.6%
14	O=C(NCc1ccco1)c1ccc2c(=O)n(CCC3=CCCCC3)c(=O)[nH]c2c1	-2.1%	8.7%	0.5%
15	CC1=CC(C)(C)n2c(O)c(N=N)c3c(C)c(C)cc1c32	11.5%	-1.8%	7.9%
16	CCOc1ccc(S(=O)(=O)N2CCN(CN3C(=O)CC4(CCCC4)C3=O)CC2)cc1	-11.9%	x	-1.7%

#	Pf growth 96h	CHX counter	Shiga toxin inh
13	-90.6%	-2.7	x
14	u	15.3	-16.9
15	37.1%[activator]	-1.2	-12.3
16	-13.4%	x	x

(listing goes on)
#	SMILES	Sm TGR inh	Giardia FBPA inh	Pf growth 48h
61	CCC(Sc1ccccn1)C(=O)Nc1nnc(C)s1 (stereo not drawn)	4.0%	-4.2%	7.7%
62	Cc1nc2ccc(NC(=O)c3cc([N+](=O)[O-])cc([N+](=O)[O-])c3Cl)cc2s1	0.501µM*	-2.4%	u
63	CCOC(=O)C1CCCN(S(=O)(=O)c2cc(OCC(=O)NC3CCCCC3)c(C)cc2Cl)C1 (stereo not drawn)	3.1%	11.1%	x
64	Cc1ccc(-c2nc3ccccc3c(=O)n2O)cc1	-1.1%	-24.0%	u
65	CC(/C=C/c1ccccc1)=N\NC(=O)CNC(=O)c1ccccc1Cl	7.4%	4.3%	16.9%

#	Pf growth 96h	CHX counter	Shiga toxin inh
61	74.2%[activator]	-3.3	-5.1
62	-23.2%	5.1	-2.5
63	0.465µM*	15.6	-14.3
64	u	5.2	19.0
65	6.0%	10.1*	-11.5

Rows were taken by chance; overall some 24% were active at least once.
